# Rev-erbA mod: modulators of Rev-erb alpha DNA binding, primary screen, biochemical, FITC-DNA, fluorescence polarization, uHTS; Nuclear receptor subfamily 1 group D member 1 (Homo sapiens), P20393; Rev-erbα–FITC-DNA binding, 90 min; activity, % at 10 µM; hit rate 0.79% among 370,000;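 active = activity above about 14%, limit read from the data; passing the limit was not always enough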;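 also: 0% = DMSO wells with 35 nM protein and 100% = DMSO wells with 750 nM protein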
# Target sequence (P20393 whole entry, looked up): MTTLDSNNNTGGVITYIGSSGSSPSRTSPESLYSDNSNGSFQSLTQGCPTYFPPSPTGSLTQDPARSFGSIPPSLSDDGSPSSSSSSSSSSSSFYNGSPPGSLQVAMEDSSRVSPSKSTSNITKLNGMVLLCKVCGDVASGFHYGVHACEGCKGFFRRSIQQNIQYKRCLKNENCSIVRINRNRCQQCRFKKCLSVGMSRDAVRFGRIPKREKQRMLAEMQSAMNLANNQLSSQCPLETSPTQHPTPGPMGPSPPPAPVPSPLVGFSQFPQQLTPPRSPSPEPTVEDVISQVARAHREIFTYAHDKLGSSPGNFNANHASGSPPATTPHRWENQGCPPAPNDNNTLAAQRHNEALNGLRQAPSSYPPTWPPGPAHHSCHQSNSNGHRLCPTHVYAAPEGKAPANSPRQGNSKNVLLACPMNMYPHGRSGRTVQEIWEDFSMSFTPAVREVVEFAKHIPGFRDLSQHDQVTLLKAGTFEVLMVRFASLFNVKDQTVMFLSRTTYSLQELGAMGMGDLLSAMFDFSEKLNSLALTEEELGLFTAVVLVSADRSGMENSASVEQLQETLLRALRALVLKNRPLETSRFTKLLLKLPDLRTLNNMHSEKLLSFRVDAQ
# HGIII-sPLA2 inh: human group III sPLA2 inhibitors, primary screen, biochemical, QFRET, BODIPY PC-A2 liposome substrate. hit rate 0.56% among 370,000. Group 3 secretory phospholipase A2 (Homo sapiens), Q9NZ20. QFRET BODIPY PC-A2 liposome hydrolysis, fluorescence. inhibition, % at 12.2 µM;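 active = inhibition above mean plus 3 SD of compounds lying within the high and low control bounds, cut at about 19% in these data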;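 also: 0% = median of test compound wells and 100% = no enzyme DMSO wells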
# Target sequence (Q9NZ20 whole entry, looked up): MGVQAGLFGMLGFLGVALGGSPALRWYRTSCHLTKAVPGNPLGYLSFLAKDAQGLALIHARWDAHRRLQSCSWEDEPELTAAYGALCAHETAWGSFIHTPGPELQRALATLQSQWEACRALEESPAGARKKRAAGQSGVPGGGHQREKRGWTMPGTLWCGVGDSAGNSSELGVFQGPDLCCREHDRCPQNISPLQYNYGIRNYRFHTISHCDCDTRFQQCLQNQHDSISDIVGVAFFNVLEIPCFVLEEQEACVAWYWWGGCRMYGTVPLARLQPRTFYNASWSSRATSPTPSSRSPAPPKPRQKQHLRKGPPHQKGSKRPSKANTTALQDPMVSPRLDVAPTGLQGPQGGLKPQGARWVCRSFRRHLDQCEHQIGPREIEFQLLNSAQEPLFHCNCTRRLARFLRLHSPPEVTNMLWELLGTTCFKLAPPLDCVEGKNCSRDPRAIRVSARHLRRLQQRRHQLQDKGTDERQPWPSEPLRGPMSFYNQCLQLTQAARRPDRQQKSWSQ
# ssDAF12 agonist: S. stercoralis DAF-12 nuclear receptor activators, primary screen, cell-based, luminescence, HEK293, GRIP1 co-expression, lit1-tk-luc; Nuclear hormone receptor DAF-12 (Strongyloides stercoralis); HEK293 ssDAF-12/GRIP1 lit1-tk-luc reporter; % of 3 µM dafachronic acid response; activation, % at 6.8 µM; hit rate 1% among 370,000;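 active = activation above the mean over all tested compounds plus 3 SD, cut at about 0.9% in these data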;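 also: 0% = DMSO-only wells and 100% = 3 µM delta7-dafachronic acid wells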
# DAX1 inh-1: DAX1 (NR0B1) inhibitors on StAR promoter, primary screen, cell-based, luminescence, SF-1 (NR5A1), full-length DAX-1; hit rate 1.1% among 370,000; AID 652010, 2013; inhibition, % at 6.8 µM; HEK293T StAR-luciferase reporter, SF-1/DAX-1 repression relief;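 active = inhibition above the mean over all tested compounds plus 3 SD, cut at about 3.6% in these data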;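 also: 0% = DAX-1 cells with DMSO and 100% = cells lacking DAX-1 with DMSO; higher inhibition means more luminescence from relief of DAX-1 repression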
# PG9 binder: binders of HIV-1 gp120 antibody PG9, primary screen, biochemical, TR-FRET | HIV-1 gp120 / PG9 antibody interaction | TR-FRET gp120-PG9 antibody binding | inhibition, % at 6.7 µM | hit rate 0.43% among 360,000 | AID 624416, 2012; in the data active = inhibition above about 8.5%
# FXN GAA850 act: FXN promoter activators, primary screen, cell-based, luciferase luminescence, HEK293 lucGAA850; HEK293 lucGAA850 FXN promoter luciferase reporter, 24 h; percent of 10 µM SAHA response; activation, % at 6 µM; hit rate 0.56% among 360,000; AID 540364, 2011;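 active = activation above the average of all compounds screened plus 3 SD, cutoff fixed separately per campaign, cut at about 7.5% in these data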;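 also: 0% = DMSO wells and 100% = 10 µM SAHA wells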
# hcDAF12 agonist: H. contortus DAF-12 nuclear receptor activators, primary screen, cell-based, luminescence, HEK293, lit1-tk-luc reporter | HEK293 hcDAF-12 lit1-tk-luc reporter; 0% DMSO, 100% Δ7-dafachronic acid | activation, % at 6.8 µM | hit rate 1.4% among 370,000 | AID 652067, 2013;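 active = activation above the mean of all tested compounds plus 3 SD, cut at about 5.5% in these data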;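 also: 100% = response to 3 µM Δ7-dafachronic acid high control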
# DAX1 inh-2: DAX1 (NR0B1) inhibitors, primary screen, cell-based, HEK293, Gal4-DAX1, luciferase luminescence; Nuclear receptor subfamily 0 group B member 1 (Homo sapiens), P51843; HEK293 Gal4-DAX1 luciferase reporter; inhibition, % at 6.75 µM; hit rate 0.99% among 340,000; AID 504766, 2011;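 active = inhibition above the mean over all tested compounds plus 3 SD, cut at about 4.2% in these data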;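 also: 0% = DAX1-transfected cells with DMSO and 100% = empty-vector control cells with DMSO; inhibition shows as a rise in luminescence from relieved DAX1 repression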
# PLCb3 inh: human PLC-beta3 inhibitors, primary screen, biochemical, fluorescence. 1-phosphatidylinositol 4,5-bisphosphate phosphodiesterase beta-3 (Homo sapiens), Q01970. inhibition, % at 12.2 µM. Purified PLC-beta3, fluorogenic substrate. hit rate 0.18% among 370,000. AID 720704, 2013; in the data active = inhibition above about 11%;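 also: 0% = median of compound wells on plate and 100% = full blocker control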
# hgDAF-12 ag: H. glycines DAF-12 receptor agonists, primary screen, cell-based, luminescence, HEK293, GAL4 fusion, UAS-luciferase; hit rate 1.8% among 370,000; HEK293 GAL4-hgDAF12 UAS-luciferase reporter, agonist luminescence; normalized to butyrate control; AID 687014, 2013; activation, % at 6.8 µM; Nuclear hormone receptor DAF-12 (Heterodera glycines), GAL4 fusion;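 active = activation above a cutoff set at the mean of all screened compounds plus 3 SD, cut at about 10% in these data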;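 also: 0% = DMSO wells and 100% = sodium butyrate wells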
# SMARCA2 act: SMARCA2 (BRM) function activators, primary screen, cell-based, luminescence, high throughput. MG213 cells, MMTV-luciferase reporter, dexamethasone, overnight. activation, % at 9.1 µM. hit rate 1% among 370,000; in the data active = activation above about 7.8%;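 also: 0% = vehicle wells and 100% = reference activator wells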
# Active calls of the source: *; x = not tested or not shown; & = joins results of further samples.
SMILES,Rev-erbA mod,HGIII-sPLA2 inh,ssDAF12 agonist,DAX1 inh-1,PG9 binder,FXN GAA850 act,hcDAF12 agonist,DAX1 inh-2,PLCb3 inh,hgDAF-12 ag,SMARCA2 act
Cc1ccc(CNC(=O)CCC(=O)N2CC(C)Oc3ccccc32)cc1 (stereo not drawn),-4,-2,-1.1,0.5,-0.6,0.8,-1.8,0.7,1,2.2,-1
CC[n+]1c(/C=C2\C=C(C)CC(C)(C)C2)sc2ccccc21,-4,6,-1.0,-0.7,0.4,1.7,-0.3,-0.2,-12,-1.9,-2
Cc1ccc(S(=O)(=O)N2CCN(C(=O)N3CCCC3)CC2)cc1,-3,2,-1.2,-0.2,-1.4,-0.1,-2.8,-0.4,-3,0.0,2
CCn1c(SCC(=O)N/N=C/c2ccc(C)o2)nnc1-c1ccc(C(C)(C)C)cc1,1,-20,-1.2,-0.1,-0.6,1.8,-0.5,-1.4,-1,0.2,-3
COc1ccccc1Cc1c(-c2ccco2)nc2ccc(Br)cn12,-7,5,-0.1,-1.7,-2.1,x,-0.8,x,-20,3.1,3
Cc1ccc(OCc2ccc(C(=O)N3CCCC3)o2)c([N+](=O)[O-])c1,1,0,-0.7,-0.5,-0.4,2.7,-0.3,0.0,-8,0.5,0
CN(CC(=O)Nc1cccc(F)c1)C(=O)c1cccc(N2C(=O)CCC2=O)c1,-5,7,0.0,0.3,-1.3,0.6,1.0,0.5,-4,5.4,-3
c1csc(-c2nn[nH]n2)c1,-2,6,-1.2,0.1,-0.2,2.7,-0.9,1.5,4,0.3,-3
COc1ccccc1NS(=O)(=O)c1cc(N)ccc1N1CCCC1,7,9,-0.8,-0.5,-4.0,-0.2,1.1,1.5,-40,-0.3,-3
CCc1cc2cc3c(cc2nc1SCC(=O)N1CCN(C(=O)c2ccco2)CC1)OCO3,-1,-1,-1.6,-0.9,-1.5,0.3,-2.8,-0.8,1,-1.0,1
O=[N+]([O-])c1ccc(S(=O)(=O)Nc2cccc(-c3ccc(N4CCOCC4)nn3)c2)cc1,-3,3,-0.3,2.0,-1.7,2.6,0.0,0.5,-3,1.6,4
COc1cc(NS(=O)(=O)c2cn(C)cn2)cc(OC)c1,-2,2,-1.4,0.1,-1.3,-0.5,-1.0,0.1,-4,0.5,3
CCCNC(=O)OCC12CC3CC(CC(C3)C1)C2,-2,9,-0.8,0.6,-2.1,0.3,-0.5,-1.0,1,1.1,-3
COC(=O)c1nnn(-c2nonc2N)c1CSc1ccc(Cl)cc1,-6,-7,-1.5,-0.7,-1.5,1.0,-2.0,0.9,-3,2.7,0
c1ccc(C(c2ccccc2)N2CCN(Cc3nnnn3C3CCCC3)CC2)cc1,-5,-13,-1.4,-1.8,-2.8,-1.4,-2.1,1.2,-1,-4.3,1
O=C(NCc1ccco1)c1nnc(Cc2ccc(F)cc2)o1,7,-5,-1.6,1.7,-0.2,0.4,0.2,0.8,5,-3.0,-3
CCc1nnc(NS(=O)(=O)c2ccc(N/C=C/C(=O)c3ccc(C)cc3)cc2)s1,0,-31,-0.1,2.1,0.0,-0.4,2.8,1.5,-17,8.0,7
CN(CC(=O)Nc1ccc(Cl)c(Cl)c1)C(=O)CC1OC(=O)c2ccccc21 (stereo not drawn),3,-9,-0.7,-0.5,-3.8,1.3,-0.3,-0.4,-2,-1.9,3
Cc1cccc(CCNC(=O)C2CCN(S(=O)(=O)c3cccc4cccnc34)CC2)c1,5,3,-1.1,-0.3,2.5,0.4,-2.6,-0.3,-6,-0.3,-4
COc1ccccc1CNC(=O)c1ccc2nc(N3CCOCC3)sc2c1,-5,1,-1.2,-1.2,-0.2,0.6,-2.6,-0.3,0,0.8,-2
O=C(c1ccccc1F)N1CCC2CC1c1cc(-c3ccc4c(c3)OCO4)ccc12 (stereo not drawn),0,9,-1.2,-1.8,-0.7,x,-1.9,x,3,-1.2,-7
O=C(COC(=O)c1cc([N+](=O)[O-])ccc1Cl)NC1CCCC1,10,1,-0.3,-0.5,-0.6,-0.2,10*,1.2,-3,0.6,0
CCC(=O)N(CCc1ccc(OC)c(OC)c1)Cc1cc2ccc(C)cc2n2nnnc12,0,5,-1.0,1.1,-0.3,-1.4,0.0,0.2,5,0.5,0
Cc1cc2cc3c(C)cc(=O)oc3c(C)c2o1,-6&0,13,-1.0,-0.4,1.4,6.3,-1.3,1.3,-184,4.1,0
COc1ccc(NC(=O)CSc2n[nH]c(C(C)C)n2)c([N+](=O)[O-])c1,-1,1,-2.5,-1.2,-0.3,0.1,-1.2,-1.3,-4,0.5,-1
COC(=O)c1ccc(C(=O)OC)c(NC(=O)CSCc2ccccc2Br)c1,3,-2,-1.4,0.4,0.2,4.8,-0.3,0.8,-3,-1.4,2
CCc1cc2c(nc1CC)CCCN2Cc1ccc(Br)cc1,-2,7,-1.0,-1.4,-0.2,x,-1.8,x,-126,-1.1,-3
Cn1nc(C(=O)Nc2nc3ccccc3[nH]2)c2ccccc2c1=O,0,6,-0.9,0.0,-1.6,2.1,-1.0,0.3,-17,3.0,16*
COCCN1Cc2cccc(C(=O)Nc3ccccc3OC)c2C1=O,-1,-1,-1.6,-1.1,0.3,-0.1,-0.8,-0.3,6,-2.7,0
COc1ccc(CN2CCC(Cc3ccccc3)CC2)cc1OC,-1,14,-0.8,0.1,-1.0,-0.8,-0.6,-0.8,4,-0.1,-1
CCC1CCCCN1Cc1nc2c(c(=O)n(C)c(=O)n2C)n1CCCc1ccccc1 (stereo not drawn),-1,-1,-2.0,0.1,0.3,-1.7,-0.9,1.4,-2,-2.5,-2
O=C1N=c2ccc([N+](=O)[O-])cc2=C1c1sc(=O)[nH]c1O,2,2,0.3,0.2,-4.6,-1.9,0.7,2.0,-4,0.0,0
CC(=O)NC(C)(c1ccccc1)c1nc(-c2ccc(S(C)(=O)=O)cc2)cs1 (stereo not drawn),-4,-5,-0.6,-1.7,0.2,-1.3,-0.4,x,1,3.1,6
O=C(O)CC/C(=N\Nc1ccc(S(=O)(=O)N2CCCC2)cc1[N+](=O)[O-])c1cccs1,-5,-11,-0.9,0.1,-3.1,-1.8,-0.6,-0.3,5,0.3,-2
O=C(NC1CCCC1)c1ccccc1OCc1ccccc1,-2,-8,-2.1,-0.5,-0.2,1.9,-1.0,-1.1,-6,0.7,1
Cc1noc(C)c1COC(=O)C1CCN(S(=O)(=O)c2ccc(F)cc2)CC1,7,-10,-0.5,-0.8,-2.2,-0.5,-1.0,0.3,-7,1.1,-3

# Profiles, quoted from the list. Order of screens: Rev-erbA mod	HGIII-sPLA2 inh	ssDAF12 agonist	DAX1 inh-1	PG9 binder	FXN GAA850 act	hcDAF12 agonist	DAX1 inh-2	PLCb3 inh	hgDAF-12 ag	SMARCA2 act
# CC(=O)NC(C)(c1ccccc1)c1nc(-c2ccc(S(C)(=O)=O)cc2)cs1 (stereo not drawn) is entered as -4	-5	-0.6	-1.7	0.2	-1.3	-0.4	x	1	3.1	6
# COC(=O)c1ccc(C(=O)OC)c(NC(=O)CSCc2ccccc2Br)c1 is entered as 3	-2	-1.4	0.4	0.2	4.8	-0.3	0.8	-3	-1.4	2

# (listing goes on)
SMILES,Rev-erbA mod,HGIII-sPLA2 inh,ssDAF12 agonist,DAX1 inh-1,PG9 binder,FXN GAA850 act,hcDAF12 agonist,DAX1 inh-2,PLCb3 inh,hgDAF-12 ag,SMARCA2 act
O=C(O)C1C2C=CC(C2)C1C(=O)N1CCOCC1 (stereo not drawn),-2,7,-1.0,0.8,0.4,0.8,-1.5,0.3,1,0.0,-2
COc1ccc(-n2sc3ccc(F)cc3c2=O)cc1,-3,2,0.8,0.3,0.1,-1.9,2.8,-0.7,-2,6.7,5
Cc1ccc(S(=O)(=O)N(Cc2cccc(C)c2)C(=O)N2CCN(C)CC2)cc1,-4,7,-0.6,2.4,-3.5,2.8,-1.6,0.1,-10,0.4,4
COC(=O)c1ccc(/C=N/Nc2nc(C)c(C)s2)cc1,2,-4,-0.5,0.2,-3.2,2.1,4.1,1.0,-101,8.0,5
Cc1cc2sc3ccc(C#CC4(O)CCCCC4)cc3c(=O)c2cc1C,-1,1,-2.9,-2.4,-3.3,-13,-6.5,-4.8,3,-14,-8
Cc1ccccc1OCC(=O)N/N=C/c1ccc(N(C)C)cc1,8,2,-2.0,-0.5,-2.2,0.5,-0.8,-0.3,-67,1.1,3
O=C(O)COc1ccccc1/C=N/NC(=O)CSc1nc2ccccc2n1Cc1ccccc1,0,-26,-1.6,0.8,0.4,-1.1,-1.7,1.9,-6,-0.8,3
CC(Sc1nnc(-c2ccco2)n1N)C(=O)NCc1ccc2c(c1)OCO2 (stereo not drawn),-4,8,-1.4,0.3,-1.7,2.9,0.1,1.2,1,-2.2,6
COc1cc(CNC2CCCCC2OC)cc(OC)c1 (stereo not drawn),0,1,-1.4,0.8,1.6,-1.3,0.6,1.0,-2,0.2,3
COC(=O)C1=C(C)N(Cc2ccccc2C(F)(F)F)C(=NCc2cccc(C(F)(F)F)c2)NC1c1cccc(Cl)c1 (stereo not drawn),5,-5,-0.4,-0.7,-0.3,x,2.3,x,5,1.3,2
CCCCCCC(=O)N(O)C1CC(=O)N(Cc2ccccc2)C1=O (stereo not drawn),5,-8,-1.4,-0.3,-2.2,0.7,-1.2,-2.7,-2,2.1,-2
COc1ccccc1-n1cnnc1SCc1csc(-c2ccccc2)n1,2,-3,-1.2,-1.0,0.8,0.9,-3.6,0.3,-1,-1.9,0
COc1ccc(-c2nc(SCC(=O)NCc3ccco3)c(-c3ccccc3)[nH]2)cc1OC,0,-1,-1.4,-1.6,-7.9,-5.0,-0.9,-1.3,1,-0.4,-2
Cc1ccc(CSC2=Nc3ccccc3C3=NC(CCC(=O)NCc4ccco4)C(=O)N23)cc1 (stereo not drawn),-1,-31,-1.4,-0.5,1.1,1.1,-1.4,0.0,-7,-1.3,-1
CN(C)S(=O)(=O)c1ccc(C(=O)NC2CCCc3ccccc32)cc1 (stereo not drawn),7,0,-0.8,-0.3,0.7,-0.8,0.6,0.0,-3,0.0,0
CCN(CC(=O)Nc1ccc(NC(C)=O)cc1)CC(=O)Nc1ccccc1C(=O)c1ccccc1,0,-15,-2.3,-0.9,-1.9,0.0,-2.4,1.0,3,-3.1,-5
